Bioassay records from PubChem BioAssay.
Giardia killer: kills Giardia lamblia | activity change, % at 7.66 µM, hits read low | 340,000 compounds, 0.15% hits | Giardia lamblia trophozoite viability; in the data active = activity change below about -80%; inconclusive = between about -30% and that limit;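 note: parasites exposed to compound for two days anaerobically before the ATP read; % is set by controls: 0 for no effect and ±100 for the full control effect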
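Viability, read as ATP luminescence: trophozoites at 100 cells/well, compound added, 48 hrs anaerobic at 37 deg C, then 15-30 min room-temperature development before reading.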
FBPA coupling cs: coupling enzyme interference in Giardia aldolase counter-screen | coupling enzyme system counterscreen, AmpLite Red fluorescence | activity change, negative = inhibition, % at 58.2 µM, hits read low | 290,000 compounds, 0.67% hits | AID 2472; in the data active = activity change below about -30%; note: % is set by controls: 0 for no effect and ±100 for the full control effect
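Coupling enzymes only (glyceraldehyde-3-phosphate) + compound, at 57.5 uM final, 10 min RT; add substrate/coupling/AmpLite Red mix, 20 min RT; fluorescence ex 525/em 598 nm. Actives flag coupling-system interference.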
NPC1 prom act: activates the NPC1 promoter; 320,000 compounds, 2.4% hits; Potency, µM (series often up to 9.22 µM), inactives show at the top dose activation, hits mostly activators; AID 485313; Huh7 NPC1 promoter luciferase reporter, 24 h;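 note: potency is the fitted concentration of half-maximal effect; % of control where 0% means no effect; nearly all actives have a fitted effect of over 60% in size; reporter is driven by a mutant NPC1 promoter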
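Luminescence read-out of NPC1 promoter-driven luciferase in stably transfected Huh7 cells; compounds delivered in DMSO and left 24 h at 37C, 5% CO2, qHTS titration format.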
FLuc modulator: counter-screen for miR-21 project: firefly luciferase inhibitors or activators | P08659 | purified FLuc, Km substrates, luminescence inhibition | Potency, µM (highest dose often 57.5 µM), without a hit: at the top dose activity change, negative = inhibition, usual class: inhibitors | 360,000 compounds, 6.9% hits;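 note: potency is the fitted concentration of half-maximal effect; plate controls were vehicle for no effect and reference inhibitor for full effect; nearly all actives have a fitted effect of over 55% in size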
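Purified P. pyralis luciferase (10nM final) with 10uM D-luciferin and 10uM ATP (Km levels) in 50mM Tris acetate pH 7.5, 10mM Mg acetate, 0.01% Tween-20, 0.05% BSA; qHTS 6-point titration, ~60 µM downward; luminescence read.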
ELG1 genotox: genotoxicity induction in ELG1-luciferase HEK293T cells | HEK293T ELG1-luciferase reporter, luminescence, 16 h | Potency, µM (top dose mostly 46 µM), for inactives: at the highest dose activity change, positive = activation, usual class: activators | 330,000 compounds, 1.3% hits | AID 504466; note: potency is the fitted concentration of half-maximal effect; % of control where 0% means no effect; nearly all actives have a fitted effect of over 60% in size
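Genotoxicity was scored as increased ELG1-luciferase reporter signal, measured by ONE-Glo luminescence (30 min, room temperature). Compound or vehicle exposure of the HEK293T reporter cells lasted 16 hr at 37°C.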
KCNH2 3.1 block: KCNH2 3.1 (human) potassium channel inhibition; U2OS KCNH2 3.1, thallium flux FluxOr; active compounds read low; activity change, % (tested at about 1.8 µM); 340,000 compounds, 0.95% hits;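 active = maximum activity change below -70%; inconclusive = maximum activity change from -70% to -50%; inactive = maximum activity change above -50%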;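 note: thallium influx rate constant from kinetic fluorescence after stimulation buffer; % is set by controls: 0 for no effect and ±100 for the full control effect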
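Thallium flux via FluxOr fluorescence (Red40 quencher, 45 min loading) in U2OS cells virally expressing the KCNH2 3.1 isoform (1.77 x 10^8 /mL virus, overnight at 37 C). Rate constants from 2-min kinetic reads post-stimulation, normalised to positive and negative controls.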
Rab9 prom act: Rab9 promoter activation; Huh7 Rab9 promoter-luciferase reporter, luminescence, 24 h; Potency, µM (highest dose often 9.22 µM), for the others: top-dose activation, negative = inhibition, usual class: activators; 320,000 compounds, 2.8% hits; AID 485297; note: potency is the fitted concentration of half-maximal effect; % of control where 0% means no effect; nearly all actives have a fitted effect of over 60% in size
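Cell-based reporter: Huh7 stable for Rab9 promoter-driven luciferase, plated in reduced-serum medium with 10% FBS at 1500 cells/well, compound-treated 24 h at 37 °C, luminescence read after 10 min reagent.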
uPA surface inh: cell surface uPA generation inhibition; Potency, µM (top dose mostly 38.3 µM), without a hit: top-dose activity change, negative = inhibition, most hits filed as inhibitors; cell surface uPA generation assay, qHTS; 330,000 compounds, 0.31% hits; AID 540303; active = well fitted inhibition curve with a large enough effect; inconclusive = small, poorly fitted or top-dose-only effect; inactive = no such curve, though single readings can be large or run the other way; tested in mouse RAW 264.7 cells; note: potency is the fitted concentration of half-maximal effect; % is set by controls: 0 for no effect and ±100 for the full control effect; nearly all actives have a fitted effect of over 55% in size
Tb PFK block: inhibitors of T. brucei phosphofructokinase | O15648 | T. brucei PFK, ADP-Glo luminescence | Potency, µM (doses to about 57.5 µM), for inactives: top-dose activity, negative = inhibition, usual class: inhibitors | 330,000 compounds, 0.17% hits | AID 485367;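 note: potency is the fitted concentration of half-maximal effect; 0% = uninhibited 1x PFK enzyme wells and -100% = no-enzyme wells; nearly all actives have a fitted effect of over 60% in size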
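PFK 1.25 nM, F6P 0.5 mM, ATP 0.1 mM, 0.1 M TEA pH 8.0, 5 mM MgCl2, 0.01% Tween20, 0.1% BSA; 45 min RT. ADP-Glo readout. qHTS titration up to 57 uM; curves fitted, compounds curve-classed.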
Gal4-VP16 FLuc: counter-screen for ROR gamma inhibitors: Gal4-VP16 reporter | Drosophila S2 Gal4-VP16 UAS-luciferase, luminescence, 20 h | Potency, µM (series often up to 53.6 µM), without a hit: top-dose activity, negative = inhibition, actives largely listed as inhibitors | 310,000 compounds, 3.5% hits | AID 2546;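 note: Gal4-VP16 expression switched on by copper sulfate through the metallothionein promoter; potency is the fitted concentration of half-maximal effect; % is set by controls: 0 for no effect and ±100 for the full control effect; nearly all actives have a fitted effect of over 50% in size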
RORgamma inh: ROR gamma (mouse) transcription inhibition | P51450 | Drosophila S2 Gal4-RORgamma UAS-luciferase reporter, 20 h | Potency, µM (titrated, usually from 53.6 µM), without a hit: top-dose activity change, negative = inhibition, hits mostly inhibitors | 310,000 compounds, 5.4% hits; note: potency is the fitted concentration of half-maximal effect; % is set by controls: 0 for no effect and ±100 for the full control effect; nearly all actives have a fitted effect of over 60% in size
Target sequence (P51450 whole entry, looked up, the tested form may be a part): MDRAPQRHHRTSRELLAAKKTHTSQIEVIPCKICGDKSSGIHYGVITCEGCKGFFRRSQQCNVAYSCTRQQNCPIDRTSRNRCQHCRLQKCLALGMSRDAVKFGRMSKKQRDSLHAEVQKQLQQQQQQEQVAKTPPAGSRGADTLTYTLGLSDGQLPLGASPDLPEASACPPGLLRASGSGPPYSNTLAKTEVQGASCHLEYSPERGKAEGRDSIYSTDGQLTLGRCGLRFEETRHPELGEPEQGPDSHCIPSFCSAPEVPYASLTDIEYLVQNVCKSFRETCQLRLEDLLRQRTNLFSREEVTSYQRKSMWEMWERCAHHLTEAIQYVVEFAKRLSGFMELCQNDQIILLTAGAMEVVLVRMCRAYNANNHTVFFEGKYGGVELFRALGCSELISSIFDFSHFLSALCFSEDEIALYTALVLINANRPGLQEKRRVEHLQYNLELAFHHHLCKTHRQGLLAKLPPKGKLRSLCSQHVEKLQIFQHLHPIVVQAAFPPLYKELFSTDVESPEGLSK
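Stable Schneider cell line, Gal4 DNA-binding domain fused to ROR gamma, UAS-luciferase. Cmpd 1 hr RT → CuSO4 700 uM final → 20 hr RT → luciferase reagent 10 min → luminescence.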
Active calls of the source: *; ? = inconclusive; . = not tested or not shown; [ ] = another dose, or the depositor's remark. Unless noted, calls come from the whole dose curve; as a rule, active = well fitted curve in the direction sought with a large enough effect; inconclusive = small, poorly fitted or top-dose-only effect, or another doubt; inactive = no such curve, though single readings can be large; an effect the other way counts as inactive or inconclusive.

entry	SMILES	Giardia killer	FBPA coupling cs	NPC1 prom act	FLuc modulator	ELG1 genotox	KCNH2 3.1 block	Rab9 prom act	uPA surface inh	Tb PFK block	Gal4-VP16 FLuc	RORgamma inh
1	CCCCNC(=S)N1CCN(c2nc3ccccc3s2)CC1	14.6	0.2	0.3%	0.7%	-5.1%	-8.4	-14.1%	-3.0%	-7.5%	2.9%	5.4%
2	CCOC(=O)c1c(/N=C/c2cccc([N+](=O)[O-])c2O)sc2c1CCC2	-9.0	-3.2	0.1%	-7.9%	0.0%	-9.5	-0.9%	1.8%	-5.4%	-9.9%	-1.3%
3	COc1ccc(CN(C(=O)COc2ccc(C)c(C)c2)C2CCS(=O)(=O)C2)cc1OC (centres undefined)	10.5	1.0	-6.1%	-2.2%	3.1%	13.4	5.1%	-7.0%	4.6%	4.8%	-2.9%
4	CC(C)CCC(C)N=Cc1c(O)n(Cc2ccccc2)c(=O)c2ccccc12 (centres undefined)	29.2	-6.7	-1.6%	1.1%	-2.4%	?	1.8%	-1.7%	-5.1%	1.1%	-3.2%
5	COc1cccc2c(=O)n(CC(=O)N3CCCCC3)ccc12	6.3	3.0	-5.6%	4.2%	-8.3%	-4.3	3.4%	5.8%	2.5%	-5.4%	?
6	CC1(C)CC(CC(=O)Nc2nccs2)(c2ccccc2)CCO1 (centres undefined)	9.4	0.8	-0.6%	-2.2%	-3.2%	7.0	-10.2%	5.6%	0.6%	-6.7%	-4.1%
7	Cc1cccc(Nc2nccc(N(C)C)c2C#N)c1	-3.5	2.1	-0.2%	-6.6%	2.3%	6.7	8.8%	2.8%	-2.5%	0.2%	5.5%
8	Cc1c(-c2ccc(F)cc2)nc(N)c(C#N)c1-c1cccs1	-7.5	0.6	-1.0%	-1.7%	0.9%	8.7	-2.0%	1.8%	-5.3%	-0.5%	?
9	CCCCNC(=O)CSc1nc2ccccc2c(=O)n1C1CCCC1	3.3	3.7	-0.3%	-0.3%	-0.9%	-12.0	-4.5%	2.3%	11.2%	-22.2%	36.8%
10	C=CCOC(=O)COc1ccc2c(C)c(C)c(=O)oc2c1C	4.6	4.4	-3.5%	?	2.1%	21.9	1.4%	2.2%	-0.2%	-9.8%	-3.0%
11	COc1ccc(Cl)cc1NC(=O)CN(C)C(=O)c1cc2ccccc2cc1O	9.7	.	1.6%	8.2%	-3.5%	-8.7	-5.0%	1.4%	-2.5%	.	.
12	O=C(Cc1ccccc1)OCC(=O)c1cccc([N+](=O)[O-])c1	32.3[activator]	.	.	.	-3.3%	-5.5	.	-6.0%	4.2%	.	.
13	COc1ccc(C(=O)Cc2cc(OC)c(OC)cc2[N+](=O)[O-])cc1	-18.1	-2.3	?	9.53µM*	14.7%	5.8	?	-2.3%	1.7%	8.9%	29.4%
14	O=C(C[C@H]1C[C@H](C(=O)N2CCOCC2)[C@@]2(CCC3CCCC3)c3[nH]c4ccc(Cl)cc4c3CCN2C1=O)NCC12CC3CC(CC(C3)C1)C2	0.0	.	.	.	-4.4%	4.6	.	4.9%	0.8%	.	.
15	COc1ccc(C(CC(=O)NCCCN2CCOCC2)NS(=O)(=O)c2ccc(C)cc2)cc1 (centres undefined)	-15.1	-0.2	-0.3%	-2.1%	-5.4%	0.4	-4.9%	6.6%	1.4%	0.1%	-1.2%
16	CCC1Sc2ccc(S(=O)(=O)CCC(=O)Nc3ccc(NC(C)=O)cc3)cc2NC1=O (centres undefined)	-4.4	-2.6	-2.5%	-3.1%	-0.2%[9.26 µM]	-3.9	-1.9%	8.4%	-5.0%	-22.7%	-27.6%
17	FC(F)(F)c1ccc(CSc2nccn2-c2ccccc2)cc1	-4.3	-0.6	0.5%	-0.3%	-1.0%	-6.5	0.6%	6.3%	-0.9%	-8.9%	?
18	CN(CCCC(=O)NCCc1ccccc1)S(=O)(=O)c1ccc([N+](=O)[O-])cc1	15.9	1.6	-2.8%	1.9%	3.1%	-19.4	2.9%	-2.8%	0.4%	-5.0%	-12.1%
19	COc1ccccc1-c1nc(C#N)c(N2CCc3ccccc3C2)o1	-8.7	0.6	9.1%	?	-6.0%	5.6	10.1%	.	3.8%	13.0%	10.7%
20	O=C(COc1ccccc1/C=C\c1[nH]c(=O)[nH]c(=O)c1[N+](=O)[O-])Nc1ccccc1	-21.9	0.8	-0.1%	?	7.9%	-0.2	0.4%	-1.4%	3.0%	-7.1%	27.2%

Another view of 4 compounds above.
(14) O=C(C[C@H]1C[C@H](C(=O)N2CCOCC2)[C@@]2(CCC3CCCC3)c3[nH]c4ccc(Cl)cc4c3CCN2C1=O)NCC12CC3CC(CC(C3)C1)C2
  Giardia killer: 0.0	FBPA coupling cs: .	NPC1 prom act: .	FLuc modulator: .	ELG1 genotox: -4.4%	KCNH2 3.1 block: 4.6	Rab9 prom act: .	uPA surface inh: 4.9%	Tb PFK block: 0.8%	Gal4-VP16 FLuc: .	RORgamma inh: .
(13) COc1ccc(C(=O)Cc2cc(OC)c(OC)cc2[N+](=O)[O-])cc1
  Giardia killer: -18.1	FBPA coupling cs: -2.3	NPC1 prom act: ?	FLuc modulator: 9.53µM*	ELG1 genotox: 14.7%	KCNH2 3.1 block: 5.8	Rab9 prom act: ?	uPA surface inh: -2.3%	Tb PFK block: 1.7%	Gal4-VP16 FLuc: 8.9%	RORgamma inh: 29.4%
(19) COc1ccccc1-c1nc(C#N)c(N2CCc3ccccc3C2)o1
  Giardia killer: -8.7	FBPA coupling cs: 0.6	NPC1 prom act: 9.1%	FLuc modulator: ?	ELG1 genotox: -6.0%	KCNH2 3.1 block: 5.6	Rab9 prom act: 10.1%	uPA surface inh: .	Tb PFK block: 3.8%	Gal4-VP16 FLuc: 13.0%	RORgamma inh: 10.7%
(16) CCC1Sc2ccc(S(=O)(=O)CCC(=O)Nc3ccc(NC(C)=O)cc3)cc2NC1=O (centres undefined)
  Giardia killer: -4.4	FBPA coupling cs: -2.6	NPC1 prom act: -2.5%	FLuc modulator: -3.1%	ELG1 genotox: -0.2%[9.26 µM]	KCNH2 3.1 block: -3.9	Rab9 prom act: -1.9%	uPA surface inh: 8.4%	Tb PFK block: -5.0%	Gal4-VP16 FLuc: -22.7%	RORgamma inh: -27.6%
